Assay outcomes as filed in PubChem.
PI4K2A inh: blocks human PI4K2A kinase activity. 0.13% of 420,000 active. purified PI4K2A, ADP-Glo luminescence, 1 h; active compounds read low. activity change, negative = inhibition, % at 76.9 µM. AID 1346378; in the data active = activity change below about -50%; inconclusive = mostly about -30% to -49%;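 note: -100% = wells without enzyme as full effect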
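In this quantitative HTS, ADP production by PI4K2A was quantified luminescently after 1 h at ambient temperature; 100 microM adenosine served as plate-quality control.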
USP1-UAF1 inh: USP1/UAF1 (human) deubiquitinase inhibition. recombinant USP1/UAF1, Ub-Rhodamine cleavage fluorescence. 0.23% of 390,000 active. AID 743255. Potency, µM (top dose mostly 57.1 µM), for the others: top-dose activity change, negative = inhibition, usual class: inhibitors. O94782; note: potency is the fitted concentration of half-maximal effect; % is set by controls: 0 for no effect and ±100 for the full control effect; nearly all actives have a fitted effect of over 60% in size; inactives centre near -12
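High-throughput fluorogenic screen: 1nM USP1/UAF1 complex, Ub-Rho substrate 150nM final, 50mM HEPES pH 7.8 with 0.5mM EDTA, 0.1 mg/ml BSA, 1mM TCEP and 0.01% Tween-20.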
Tb PGK inh: T. brucei PGK inhibition; Potency, µM (top dose mostly 57.5 µM), inactives show at the highest dose activity change, negative = inhibition, actives largely listed as inhibitors; 0.043% of 380,000 active; PGK/GAPDH coupled, Kinase-Glo luminescence, 60 min; P07378; AID 602233; note: potency is the fitted concentration of half-maximal effect; % is set by controls: 0 for no effect and ±100 for the full control effect; nearly all actives have a fitted effect of over 60% in size
Target sequence (P07378 whole entry, looked up): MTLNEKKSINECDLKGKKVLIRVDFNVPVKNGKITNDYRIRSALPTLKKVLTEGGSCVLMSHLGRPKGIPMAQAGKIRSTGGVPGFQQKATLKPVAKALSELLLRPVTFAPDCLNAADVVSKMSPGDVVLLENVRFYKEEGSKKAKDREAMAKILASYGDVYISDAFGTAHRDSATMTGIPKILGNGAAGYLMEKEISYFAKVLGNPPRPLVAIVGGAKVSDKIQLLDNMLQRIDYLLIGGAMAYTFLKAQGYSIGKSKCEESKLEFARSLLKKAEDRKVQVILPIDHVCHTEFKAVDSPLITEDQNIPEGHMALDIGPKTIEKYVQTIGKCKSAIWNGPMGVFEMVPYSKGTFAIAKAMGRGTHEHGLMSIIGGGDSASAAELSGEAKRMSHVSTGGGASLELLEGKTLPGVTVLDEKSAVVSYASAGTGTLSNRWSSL
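Luminescent ATP detection (Kinase-Glo Plus) follows a 60-minute room-temperature incubation, with wells lacking PGK as controls. Buffer: 100 mM TEA (pH 7.6), 5 mM MgCl2, 0.01% Tween-20. Coupling enzyme GAPDH (100 nM final) supplies unstable 1,3-BPG in-well.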
IDH1 R132H inh: inhibitors of human mutant IDH1 R132H | O75874 | IDH1-R132H enzyme, NADPH consumption, diaphorase/resazurin fluorescence | Potency, µM (titrated, usually from 76.6 µM), inactives show at the highest dose activity change, negative = inhibition, hits mostly inhibitors | 0.093% of 390,000 active | AID 602179; note: potency is the fitted concentration of half-maximal effect; % is set by controls: 0 for no effect and ±100 for the full control effect; nearly all actives have a fitted effect of over 65% in size
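IDH1-R132H (0.5 ug/mL dispensed) in pH 7.5 Tris buffer was preincubated 30 min with compound, then given a substrate mix of 0.016 mM NADPH and 2 mM alpha-KG for 80 min at room temperature; remaining NADPH was read by diaphorase/resazurin fluorescence.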
HP1b binding inh: HP1-beta chromodomain-methylated histone interaction inhibition; P83916; AlphaScreen HP1-beta / biotin-H3K9me3 peptide binding; Potency, µM (series often up to 114 µM), for inactives: at the highest dose activity change, negative = inhibition, hits mostly inhibitors; 0.56% of 390,000 active; AID 540317; note: potency is the fitted concentration of half-maximal effect; nearly all actives have a fitted effect of over 70% in size; inactives centre near 23
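HP1-beta protein (50 nM final) preincubated 30 min at room temperature with biotinylated H3(1-18)K9me3 peptide (50 nM) in PBS pH 7.4, 0.01% Tween-20, then compound added for 30 min. AlphaScreen streptavidin donor/nickel chelate acceptor beads (10 ug/mL final), 30 min dark, luminescence read.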
Pin1 inhibitor: human Pin1 inhibition. Q13526. Pin1 FP peptide displacement, HiFluor488, 10 min. Potency, µM (highest dose often 115 µM), for inactives: top-dose activity, negative = inhibition, actives largely listed as inhibitors. 0.009% of 390,000 active. AID 504891; active = well fitted inhibition curve with a large enough effect in the polarisation, with a control signal flat, not every such curve was filed as active; inconclusive = small, poorly fitted or top-dose-only effect, or effect the other way, or a change in a side signal; inactive = no such curve, though single readings can be large or run the other way; the % refers to the polarisation; note: potency is the fitted concentration of half-maximal effect; % is set by controls: 0 for no effect and ±100 for the full control effect
Target sequence (Q13526 whole entry, looked up): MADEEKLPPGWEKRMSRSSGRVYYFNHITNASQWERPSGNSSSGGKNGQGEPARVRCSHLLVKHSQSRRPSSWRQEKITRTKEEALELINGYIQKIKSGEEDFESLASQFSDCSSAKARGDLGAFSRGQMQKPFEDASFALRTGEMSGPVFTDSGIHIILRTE
GLS inh: blocks human kidney-isoform glutaminase activity; Potency, µM (titrated, usually from 45.5 µM), for inactives: top-dose activity change, negative = inhibition, usual class: inhibitors; GLS enzymatic activity, qHTS titration; O94925; 0.21% of 410,000 active; note: potency is the fitted concentration of half-maximal effect; % is set by controls: 0 for no effect and ±100 for the full control effect
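Enzyme dispensed in phosphate buffer (45 mM, pH 8.2, 0.02% Tween-20), compounds pinned in, then 1 mM L-glutamine solution and the glutamate oxidase–HRP–Amplex Red mix added; fluorescence read immediately and again after 30 min at room temperature.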
TrxR1 substrate: rat thioredoxin reductase 1 substrate activity; purified TrxR1 substrate turnover, NADPH consumption readout; Potency, µM (titrated, usually from 114 µM), inactives show at the highest dose activity change, negative = substrate turnover; 0.01% of 390,000 active; AID 588456; note: potency is the fitted concentration of half-maximal effect; % is set by controls: 0 for no effect and ±100 for the full control effect; nearly all actives have a fitted effect of over 50% in size
Target sequence (O89049 whole entry, looked up): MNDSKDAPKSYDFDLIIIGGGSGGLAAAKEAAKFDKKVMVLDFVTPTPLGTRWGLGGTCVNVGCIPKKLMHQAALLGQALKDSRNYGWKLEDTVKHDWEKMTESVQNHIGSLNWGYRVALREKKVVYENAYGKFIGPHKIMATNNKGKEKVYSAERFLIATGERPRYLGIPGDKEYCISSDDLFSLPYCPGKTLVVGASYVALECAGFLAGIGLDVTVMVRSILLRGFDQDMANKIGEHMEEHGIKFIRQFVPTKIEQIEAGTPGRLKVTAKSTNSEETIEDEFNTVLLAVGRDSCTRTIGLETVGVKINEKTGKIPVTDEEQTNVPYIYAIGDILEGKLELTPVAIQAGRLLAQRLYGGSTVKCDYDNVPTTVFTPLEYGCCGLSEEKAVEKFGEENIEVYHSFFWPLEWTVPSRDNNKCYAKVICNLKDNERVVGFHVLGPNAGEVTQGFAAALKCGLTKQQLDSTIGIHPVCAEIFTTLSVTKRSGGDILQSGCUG
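Rat TrxR1, dispensed at 90 nM, was prereduced with 400 uM NADPH (final) for 5 min at ~22 deg C, then incubated with compound 15 min before 400 uM selenite. A first-read NADPH fluorescence drop versus no-compound background flagged substrates.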
rTrxR1 inhibitor: blocks rat thioredoxin reductase 1. recombinant rTrxR1, NADPH fluorescence consumption, selenite substrate. O89049. 1% of 390,000 active. AID 588453. Potency, µM (doses to about 114 µM), without a hit: at the top dose activity change, negative = inhibition, usual class: inhibitors; note: potency is the fitted concentration of half-maximal effect; % is set by controls: 0 for no effect and ±100 for the full control effect; nearly all actives have a fitted effect of over 65% in size
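Rat TrxR1 (90 nM in the dispensed reagent) was pre-reduced with 400 uM NADPH for 5 min at room temperature, then incubated with compound for 15 min. After 400 uM selenite was added, NADPH fluorescence (Ex 340/Em 450 nm) was followed for 8 min.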
* = called active by the depositor; i = inactive; ? = inconclusive; . = no result given; & = joins results of further samples; ! = a repeat was not active; [ ] = remark or other dose. Unless noted, calls come from the whole dose curve; as a rule, active = well fitted curve in the direction sought with a large enough effect; inconclusive = small, poorly fitted or top-dose-only effect, or another doubt; inactive = no such curve, though single readings can be large; an effect the other way counts as inactive or inconclusive. Only part of the results is shown, so the mix of outcomes need not match the whole.

Each structure is followed by: PI4K2A inh, USP1-UAF1 inh, Tb PGK inh, IDH1 R132H inh, HP1b binding inh, Pin1 inhibitor, GLS inh, TrxR1 substrate, rTrxR1 inhibitor
> CCOCCn1c(SCc2ccc(C)cc2)nc2c1c(=O)[nH]c(=O)n2C
→ 4, 6%, 6%, 1%, 26%, 7%, 0%, -3%[57.1 µM], 1%[57.1 µM]
> COc1cccc(-n2ccnc2SCC(=O)Nc2cc(C)on2)c1
→ -4, -4%, -3%, 0%, 1%, 4%, -3%, 7%[57.1 µM], 13%[57.1 µM]
> O=C(CC(NCc1ccccn1)C(=O)O)Nc1ccccc1Cl (configuration not stated)
→ ?, -19%, -6%, 7%, 59%[activator], 0%, -6%, 6%, 9%
> COc1ccc(/C=C/C(O)=C2/C(=O)NC3(C)CC2c2ccccc2O3)c(OC)c1OC (configuration not stated)
→ -14, -10%, -9%, -1%, 22%, 11%, 4%, 7%, 41%[activator]
> N#CCSc1ccccc1NC(=O)COC(=O)Cc1c[nH]c2ccccc12
→ 1, -12%, -7%, 14%, 27%, ?, 0%, -5%, 4%
> C[C@@H]1CCCCO[C@H](CN(C)Cc2ccccc2)[C@@H](C)CN([C@H](C)CO)C(=O)c2cc(NS(=O)(=O)c3ccc(Cl)cc3)ccc2O1
→ 0, -28%, -2%, 0%, ., ., 10%, ., .
> O=C(Cc1ccc2c(c1)OCCO2)N1CCN(S(=O)(=O)c2cccs2)CC1
→ 2, -1%, -1%, -1%, 5%, -4%, -11%, 7%[57.1 µM], 20%[57.1 µM]
> CCC(=O)c1ccc(OCC(O)CN2CCN(C(c3ccccc3)c3ccccc3)CC2)cc1 (configuration not stated)
→ 4, -13%, 11%, -6%, -4%, -3%, 6%, -6%, 14%
> COCCCNC(=O)C1CCCN(C(=O)c2cnn(-c3ccc(F)cc3)c2-n2cccc2)C1 (configuration not stated)
→ 1, -23%, -8%, 1%, 56%[activator], 1%, 5%, 2%, 9%
> Cc1ccc2[nH]c3c(=O)n(Cc4ccco4)cnc3c2c1
→ 2, -10%, -21%, 11%, 28%, -6%, -9%, 10%, 10%
> CCOc1ccccc1N1CC(C(=O)Nc2cc(Cl)ccc2C)CC1=O (configuration not stated)
→ 2, -13%, -1%, -5%, 50%[activator], 0%, 0%, 2%[57.1 µM], 17%[57.1 µM]
> COc1ccc(/C=N/NC(=O)c2ccc(Br)o2)cc1Cn1cc([N+](=O)[O-])cn1
→ 0, -10%, 4%, 1%, 22%, 6%, 3%, -3%, 7%
> Cc1c(Cl)cccc1NC(=S)NCCc1ccc(Cl)cc1
→ 3, 0%, 0%, 0%, 27%, ?, 7%, -8%, -1%
> Cc1nc2cc(C(=O)OCC(=O)Nc3ccc(C#N)cc3)ccc2n1-c1ccccc1
→ -3, -17%, -1%, 4%, 22%, 27%, -7%, -4%, -2%
> CNS(=O)(=O)c1cn(CC(=O)Nc2ccc(OC)c(Cl)c2)cc1S(=O)(=O)NC
→ 3, ?, -6%, -17%, 11%, -7%, -1%, 3%, 22%
> CC(C)CN(Cc1c(O)ccc2c3c(c(=O)oc12)CCC3)CC(C)C
→ 0, ?, 0%, 9%, 23%, -5%, -28%, ., ?
> CCOC(=O)C1=C(C)NC(C)=C(C(=O)OCC)C1
→ 1&-1, 22µM*!, 1%&-3%, 3%&2%, 17%&25%, ?, 1%&12%, 5%, 9%
> Cc1ccc(S(=O)(=O)N2C[C@@H]3CCCC[C@@H]3[C@@H](C)[C@H]2CC(=O)c2ccccc2)cc1
→ 1, -11%, i, 23%, 18%, -5%, -1%, 1%, 22%
> COc1ccccc1NC(=O)N(C)C[C@@H]1OCc2cnnn2CCCC(=O)N([C@H](C)CO)C[C@H]1C
→ -9, -16%, -3%, -3%, ., ., -2%, ., .
> CCN(CC(=O)Nc1ccccc1-c1ccccc1)Cc1nc2ccccc2c(=O)[nH]1
→ 0, -4%, 9%, 2%, 35%, 1%, 6%, 7%, 18%

Molecules from the list above that contain a furan ring, fused or not:
Each structure is followed by: PI4K2A inh, USP1-UAF1 inh, Tb PGK inh, IDH1 R132H inh, HP1b binding inh, Pin1 inhibitor, GLS inh, TrxR1 substrate, rTrxR1 inhibitor
> Cc1ccc2[nH]c3c(=O)n(Cc4ccco4)cnc3c2c1
→ 2, -10%, -21%, 11%, 28%, -6%, -9%, 10%, 10%
> COc1ccc(/C=N/NC(=O)c2ccc(Br)o2)cc1Cn1cc([N+](=O)[O-])cn1
→ 0, -10%, 4%, 1%, 22%, 6%, 3%, -3%, 7%

Records listed so far marked active in USP1-UAF1 inh:
Each structure is followed by: PI4K2A inh, USP1-UAF1 inh, Tb PGK inh, IDH1 R132H inh, HP1b binding inh, Pin1 inhibitor, GLS inh, TrxR1 substrate, rTrxR1 inhibitor
> CCOC(=O)C1=C(C)NC(C)=C(C(=O)OCC)C1
→ 1&-1, 22µM*!, 1%&-3%, 3%&2%, 17%&25%, ?, 1%&12%, 5%, 9%

Compound profiles (already shown):
`COc1ccc(/C=N/NC(=O)c2ccc(Br)o2)cc1Cn1cc([N+](=O)[O-])cn1` is listed as PI4K2A inh = 0; USP1-UAF1 inh = -10%; Tb PGK inh = 4%; IDH1 R132H inh = 1%; HP1b binding inh = 22%; Pin1 inhibitor = 6%; GLS inh = 3%; TrxR1 substrate = -3%; rTrxR1 inhibitor = 7%
`N#CCSc1ccccc1NC(=O)COC(=O)Cc1c[nH]c2ccccc12` is listed as PI4K2A inh = 1; USP1-UAF1 inh = -12%; Tb PGK inh = -7%; IDH1 R132H inh = 14%; HP1b binding inh = 27%; Pin1 inhibitor = ?; GLS inh = 0%; TrxR1 substrate = -5%; rTrxR1 inhibitor = 4%

Going on with the list.
Each structure is followed by: PI4K2A inh, USP1-UAF1 inh, Tb PGK inh, IDH1 R132H inh, HP1b binding inh, Pin1 inhibitor, GLS inh, TrxR1 substrate, rTrxR1 inhibitor
> O=C(Nc1c(C(=O)N2CCN(c3ccc(F)cc3)CC2)oc2ccccc12)c1c(F)cccc1F
→ 3, -21%, -1%, 22%, -12%, 0%, 6%, 1%, 18%
> COc1ccc2[nH]c(=O)c(CNc3ccc(C)cc3C)cc2c1
→ -1, -23%, 2%, 2%, -17%, -13%, ?, 21%, ?
> CN(CC1CCOCC1)C(=O)CC1C(=O)NCCN1Cc1ccc(-c2ccccc2)cc1 (configuration not stated)
→ 1, -2%, -3%, 5%, 31%, -1%, -3%, 4%[57.1 µM], -2%[57.1 µM]
> CN1CCN(C(CNC(=O)C(=O)NC2CCCCC2)c2ccc(F)cc2)CC1 (configuration not stated)
→ 6, -11%, -1%, 3%, 10%, -6%, 5%, -5%, -3%
> O=C(Cn1nc(C(F)(F)F)c2c1CCCC2)Nc1ccc(Br)cc1
→ 1, -19%, -6%, -9%, 25%, -5%, -9%, 1%[57.1 µM], 22%[57.1 µM]
> Cc1cc(=O)[nH]c(SCC(N)=O)c1C#N
→ 1, -10%, -13%, 6%, 32%, -12%, 1%, -9%[57.1 µM], 2%[57.1 µM]
> N#Cc1ccccc1CSc1nnc(-c2ccc(Br)cc2)o1
→ 9, -25%, -9%, -1%, 25%, -3%, -5%, 5%, 17%
> Cc1nonc1NCn1nnc2ccccc21
→ -1, 0%, -3%, 2%, 32%, 4%, -21%, 10%[57.1 µM], 14%[57.1 µM]
> Cc1cccc(NC(=O)CSc2nc3c(oc4ccccc43)c(=O)n2-c2ccccc2)c1C
→ 2, -19%, -3%, -14%, 5%, 29%, -1%, 2%, 16%
> COc1ccc(C)cc1NC(=O)CSc1nnc2ccc(-c3ccncc3)nn12
→ -7, -7%, -2%, 1%, 1%, -7%, 1%, -5%[57.1 µM], -2%[57.1 µM]
> OCCNc1nc(N2CCCCC2)nc2ccccc12
→ -1, ?, -6%, 0%, 44%[activator], -1%, -12%, 10%, 0%
> Cc1ccc(-n2nc(C(=O)O)c(O)cc2=O)cc1
→ 3, -23%, i, 10%, 16%, -1%, 0%, 2%, 8%
> COc1ccc(O)c(CN2CCCC(N3CCc4ccccc4C3)C2)c1 (configuration not stated)
→ 6, -22%, i, 3%, 8%, 1%, 6%, -3%, 13%
> Cc1ccc(N(C(=O)c2csnn2)C(C(=O)NC(C)(C)C)c2cccnc2)cc1 (configuration not stated)
→ 0, -12%, -2%, -2%, 38%[activator], -13%, -4%, -6%, 1%
> C/C(=N\O)C(=O)NCCN(C)C
→ 3, -4%, i, 9%, -3%, 2%, 18%, -8%, -10%
> CCc1ccc(NS(=O)(=O)c2ccc3[nH]cc(C(=O)NCCCOC(C)C)c(=O)c3c2)cc1
→ -2, 0%, -9%, 0%, -2%, 8%, -6%, -3%, 5%
> COc1ccc(NC(=S)N(CCc2nc3cc(C)c(C)cc3[nH]2)Cc2cccnc2)cc1
→ -15, -11%, -8%, 0%, -6%, 5%, 0%, 5%[57.1 µM], 8%[57.1 µM]
> Cc1c(NC(=O)c2ccc(Br)o2)cccc1C(=O)O
→ 0, -1%, -5%, 6%, 41%[activator], -3%, -1%, 6%[57.1 µM], -7%
> CN1CCN(c2nc(-c3ccc(Br)cc3)nnc2-c2ccccc2)CC1
→ 4, -19%, -7%, 3%, -21%, -1%, -4%, -12%, 10%[57.1 µM]
> CCCc1nnc(SCC(=O)Nc2ccccc2F)o1
→ 2, -16%, -2%, 3%, 36%, 4%, 3%, -7%, 9%[57.1 µM]
